# Compound activity deposited in PubChem BioAssay by several laboratories.
# FXN GAA850 act: activators of GAA850 frataxin (FXN) promoter | 360,000 compounds, 0.56% hits | HEK293 lucGAA850 FXN promoter luciferase reporter, 24 h; percent of 10 µM SAHA response | activation, % at 6 µM | AID 540364;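 active = activation above the average of all compounds screened plus 3 SD, cutoff fixed separately per campaign, cut at about 7.5% in these data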;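 note: 0% = DMSO wells and 100% = 10 µM SAHA wells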
# hcDAF12 agonist: activators of H. contortus DAF-12 nuclear receptor | HEK293 hcDAF-12 lit1-tk-luc reporter, luminescence; 0% DMSO, 100% Δ7-dafachronic acid | activation, % at 6.8 µM | 370,000 compounds, 1.4% hits | AID 652067;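 active = activation above the mean of all tested compounds plus 3 SD, cut at about 5.5% in these data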;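 note: 100% = response to 3 µM Δ7-dafachronic acid high control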
# GC-B act: GC-B (human) receptor activation. HEK293-GC-B cells, CNP EC30, cGMP TR-FRET; 0% at EC30 CNP, 100% saturating CNP. 370,000 compounds, 0.11% hits. AID 1920062. P20594. activation, % at 10 µM;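 active = activation at 10 µM reaching about 35% in either raw or pattern-adjusted values, limit read from the data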
# KLK7 zymogen act: activates the human kallikrein-7 zymogen; P49862; purified proKLK7, EDANS-DABCYL substrate fluorescence; 100% is mature enzyme control, 0% vehicle; activation, % at 7 µM; 370,000 compounds, 0.9% hits; AID 652039;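 active = activation above the mean of all tested compounds plus 3 SD, computed per campaign excluding outliers beyond control limits, cut at about 13% in these data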
# Target sequence (P49862 whole entry, looked up): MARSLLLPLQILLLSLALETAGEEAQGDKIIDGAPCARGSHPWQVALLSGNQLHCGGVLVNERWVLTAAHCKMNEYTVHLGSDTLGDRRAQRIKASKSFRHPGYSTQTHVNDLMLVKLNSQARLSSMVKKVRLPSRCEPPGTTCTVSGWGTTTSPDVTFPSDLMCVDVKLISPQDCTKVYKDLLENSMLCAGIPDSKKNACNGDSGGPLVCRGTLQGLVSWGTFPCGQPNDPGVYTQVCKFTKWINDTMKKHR
# sPLA2-III inh: Blocks human group III sPLA2 activity | inhibition, % at 12.2 µM | Q9NZ20 | QFRET BODIPY PC-A2 liposome hydrolysis, fluorescence | AID 743126 | 370,000 compounds, 0.56% hits;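 active = inhibition above mean plus 3 SD of compounds lying within the high and low control bounds, cut at about 19% in these data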;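 note: 0% = median of test compound wells and 100% = no enzyme DMSO wells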
# GC-A act: GC-A (human) enzyme activation; HEK293 GC-A cells, cGMP TR-FRET, EC30 ANP; 0% at EC30 ANP, 100% saturating ANP; activation, % at 10 µM; 370,000 compounds, 0.14% hits; in the data active = activation above about 40%
# DAX1 inh-1: blocks DAX1 repression of SF-1 activated StAR promoter; inhibition, % at 6.8 µM; 370,000 compounds, 1.1% hits; AID 652010; HEK293T StAR-luciferase reporter, SF-1/DAX-1 repression relief;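 active = inhibition above the mean over all tested compounds plus 3 SD, cut at about 3.6% in these data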;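 note: 0% = DAX-1 cells with DMSO and 100% = cells lacking DAX-1 with DMSO; higher inhibition means more luminescence from relief of DAX-1 repression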
# SMARCA2 act: activators of SMARCA2 function; activation, % at 9.1 µM; MG213 cells, MMTV-luciferase reporter, dexamethasone, overnight; 370,000 compounds, 1% hits; in the data active = activation above about 7.8%;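 note: 0% = vehicle wells and 100% = reference activator wells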
# hgDAF12 agonist: agonists of H. glycines DAF-12 nuclear receptor | HEK293 GAL4-hgDAF12 UAS-luciferase reporter, agonist luminescence; normalized to butyrate control | activation, % at 6.8 µM | 370,000 compounds, 1.8% hits;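 active = activation above a cutoff set at the mean of all screened compounds plus 3 SD, cut at about 10% in these data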;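 note: 0% = DMSO wells and 100% = sodium butyrate wells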
# ssDAF12 agonist: activators of S. stercoralis DAF-12 nuclear receptor; HEK293 ssDAF-12/GRIP1 lit1-tk-luc reporter, luminescence; % of 3 µM dafachronic acid response; activation, % at 6.8 µM; 370,000 compounds, 1% hits;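 active = activation above the mean over all tested compounds plus 3 SD, cut at about 0.9% in these data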;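 note: 0% = DMSO-only wells and 100% = 3 µM delta7-dafachronic acid wells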
# DAX1 inh-2: inhibits human nuclear receptor DAX1. AID 504766. HEK293 Gal4-DAX1 luciferase reporter, luminescence. P51843. 340,000 compounds, 0.99% hits. inhibition, % at 6.75 µM;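 active = inhibition above the mean over all tested compounds plus 3 SD, cut at about 4.2% in these data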;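 note: 0% = DAX1-transfected cells with DMSO and 100% = empty-vector control cells with DMSO; inhibition shows as a rise in luminescence from relieved DAX1 repression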
# Target sequence (P51843 207-470 limits assumed): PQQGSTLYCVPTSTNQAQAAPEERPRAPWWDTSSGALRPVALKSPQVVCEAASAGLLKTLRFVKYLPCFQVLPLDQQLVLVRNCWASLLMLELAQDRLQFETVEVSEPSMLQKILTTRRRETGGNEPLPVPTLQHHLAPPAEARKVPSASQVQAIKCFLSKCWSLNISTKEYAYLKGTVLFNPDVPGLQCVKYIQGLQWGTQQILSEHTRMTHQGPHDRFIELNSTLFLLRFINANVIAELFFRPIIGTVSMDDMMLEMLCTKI
# * marks the source's active call; other numbers are inactive results; x = not tested or not shown.
SMILES,FXN GAA850 act,hcDAF12 agonist,GC-B act,KLK7 zymogen act,sPLA2-III inh,GC-A act,DAX1 inh-1,SMARCA2 act,hgDAF12 agonist,ssDAF12 agonist,DAX1 inh-2
COc1ccc(NC(=O)CO/N=C/C(=O)Nc2ccccc2C)c([N+](=O)[O-])c1,1.9,0.8,-8.4,-0.3,8.3,3.0,-1.0,3.8,1.4,0.1,0.4
Cc1cc(NC(=O)c2ccc3c(c2)C(=O)N(C2CCCCC2)C3=O)no1,-2.3,1.1,-2.7,-1.5,0.1,-1.7,-0.1,0.5,0.5,-1.4,-1.2
COc1ccc2c(c1)C(=O)C(=O)N2CC1COc2ccccc2O1 (stereo unspecified),-0.1,-0.5,-8.8,-0.3,19.8*,-26.2,-0.1,0.8,-0.6,-0.9,-0.8
Nc1sccc1C(=O)NCCN1CCOCC1,x,3.8,5.0,1.0,4.5,2.7,1.0,-4.8,-0.4,-0.8,x
COc1ccc(C(=O)O/N=C(\N)Cc2ccc(Cl)cc2)cc1OC,-1.5,-1.1,0.7,0.8,-7.3,2.7,-0.7,0.8,-2.2,-1.3,0.8
Cc1ccccc1NC(=O)C1CCCN(S(=O)(=O)c2cnc[nH]2)C1 (stereo unspecified),-0.8,1.0,4.8,0.0,0.4,2.6,0.6,-1.1,-2.8,-0.9,2.7
C/C(=N\Nc1ccccn1)c1ccc(OC(F)F)cc1,7.2,-0.8,2.7,-0.5,8.9,-5.8,1.1,-4.0,4.9,-1.2,0.3
O=C(COc1ccccc1)Nc1nnc(-c2ccc3c(c2)CCCC3)o1,5.3,-1.2,-5.3,-0.2,-1.8,-4.1,2.5,5.8,2.4,-0.8,1.3
CC(C)(C)[C@H]1C=C(C(N)=O)O[C@@H](OCCCCO)C1,-0.7,0.6,4.6,0.4,-7.3,0.7,0.0,-1.1,-2.0,-1.3,0.8
CCOC(=O)c1c(CN2CCN(CCO)CC2)n(-c2ccccc2)c2cc(Br)c(O)cc12,-1.1,-1.7,-12.8,-0.4,-36.6,-35.0,-0.7,-3.1,-5.3,-2.1,1.2
Cc1ccc(NC(=O)CN(C)C(=O)c2ccc(Cl)c(S(=O)(=O)NCc3ccco3)c2)cc1,2.4,-0.3,-6.4,-0.1,-5.8,-1.0,-0.5,-2.8,-1.5,-1.2,0.0
O=C1CC(c2ccc(Cl)cc2)CC(O)=C1C=NCCO (stereo unspecified),2.4,0.9,2.9,-0.1,-1.1,0.7,-0.1,-0.4,1.1,-1.2,0.0
COc1ccc(NC(=O)/C=C/c2c(Cl)nc3ccccn23)cc1,2.8,-2.4,0.3,0.9,-0.1,-0.9,-0.3,1.3,5.3,-1.6,-0.2
COc1ccc(CNC(=O)c2c(C)oc3c2C(=O)c2ccccc2C3=O)cc1,-0.9,-1.0,-10.4,0.2,1.4,-9.0,-3.5,-6.4,-2.3,-1.3,-1.3
COc1ccc(CCC(=O)N/N=C/c2ccc3c(c2)OCO3)cc1,-1.9,-0.7,-5.8,-0.1,4.8,-1.6,-0.3,1.1,2.5,-0.7,0.2
COc1cccc(CNC(=O)c2cccnc2Sc2ccc(Cl)cc2)c1,0.0,-1.6,-13.2,-0.3,-4.5,-13.2,-0.5,-0.4,-0.5,-1.3,1.4
O=C(O)COCC(=O)NC1CCN(Cc2ccccc2)CC1,0.8,1.5,0.3,-0.1,-1.6,1.8,0.4,-2.4,0.5,-1.1,x
CCCCn1c(N)c(N(CC)C(=O)c2ccccc2C(F)(F)F)c(=O)[nH]c1=O,0.0,1.5,4.2,-0.7,1.0,5.0,-0.1,-2.3,-1.5,-1.2,0.2
CCOC(=O)c1ccc2c(c1)nc(SCc1cn3ccsc3n1)n2CC,1.9,-3.4,4.2,0.2,-1.3,7.6,-0.4,-0.5,-1.8,-1.0,-0.1
CN(C(=O)CN(c1ccccc1)S(=O)(=O)c1ccc(F)cc1)C1CCS(=O)(=O)C1 (stereo unspecified),1.1,-0.5,-2.0,0.8,-3.2,-1.1,0.1,-1.1,0.2,-0.5,-1.7
CN1C(=O)/C(=C/c2cccc(Cl)c2)Sc2ccc(C(=O)N3CCOCC3)cc21,2.4,-2.9,2.4,-0.5,-12.0,3.7,-3.2,-3.3,0.0,-1.9,-1.1
CC(=O)c1nn(-c2ccc(Cl)cc2)cc1C(=O)c1ccc(C)cc1,-0.2,-0.5,1.3,0.5,12.3,1.6,-0.1,-1.3,-2.0,-1.2,x
CCC1CCCCN1CCCNC(=O)C1CC(=O)N(CCc2ccccc2)C1 (stereo unspecified),3.7,-1.8,0.3,-0.1,5.1,0.8,3.1,-0.9,2.8,-1.6,1.2
COc1ccc(NS(=O)(=O)c2cc(NC(=O)COc3ccc(OC)cc3)ccc2N2CCOCC2)cc1,0.4,-1.4,2.5,-0.2,-16.9,-4.0,-2.0,-0.4,0.8,-1.2,-0.2
O=C(NCCN1CCOCC1)c1ccccc1N1C(=O)[C@@H]2Cc3c([nH]c4ccccc34)C(c3cccc(Cl)c3)N2C1=O (stereo partly specified),-10.6,3.5,10.6,1.0,-27.5,5.6,-1.3,-0.7,-3.9,0.0,x

# The list continues:
SMILES,FXN GAA850 act,hcDAF12 agonist,GC-B act,KLK7 zymogen act,sPLA2-III inh,GC-A act,DAX1 inh-1,SMARCA2 act,hgDAF12 agonist,ssDAF12 agonist,DAX1 inh-2
CC(=O)c1cc(-c2ccccc2)n(CC(=O)N2CCC(N3CCCCC3)CC2)c1C,1.2,0.5,2.9,0.3,5.4,-1.3,0.5,-1.7,1.7,-1.1,0.3
C=CCOc1cccc(C2C(C(=O)c3ccc(C)o3)=C(O)C(=O)N2CCN2CCOCC2)c1 (stereo unspecified),0.1,2.0,6.0,0.8,0.9,2.6,-0.8,-2.3,4.2,-0.8,0.3
CCN(CC)CCCNC(=O)c1ccccc1NC(=O)C1=CSCCO1,1.3,-1.5,-0.8,-0.1,1.1,-0.3,0.0,-4.7,0.6,-0.9,-0.2
Cc1cccc(N=Nc2cnc(N)s2)c1,7.0,4.1,-7.5,-0.4,4.0,11.4,0.6,8.1*,18.1*,-0.7,4.4*
Cc1ccc(NC(=O)CCC(=O)N/N=C/c2cccs2)cc1,-0.4,0.5,2.7,0.3,-3.6,-2.4,-0.3,-2.6,-4.5,-1.5,-0.2
COc1ccc(C(=O)Nc2ccc3nc(N4CCCCC4)cc(C)c3c2)cc1OC,-1.6,-3.8,-4.1,0.5,-8.5,0.3,-0.7,1.6,-3.3,-1.5,-0.9
N#Cc1ccsc1NC(=O)CN1CCN(c2ccccc2)CC1,2.9,0.1,0.5,-0.6,-1.7,0.0,0.9,0.2,0.9,-0.9,0.8
O=C(c1cc(C2CC2)on1)N1CCN(C(c2ccccc2)c2ccccc2)CC1,0.9,0.8,-2.9,-0.1,7.2,2.2,-0.7,2.4,0.8,-0.2,2.8
Cc1ccccc1CCNC(=O)CCn1nc(C)c2c(C)n(-c3ccccc3)nc2c1=O,-0.7,-3.3,-3.6,0.3,0.9,-1.7,0.5,-2.4,-1.7,-1.1,-0.7
COc1ccc(OC)c2sc(NC(=O)c3ccc(Cl)s3)nc12,-0.6,-1.2,-3.9,-0.3,1.7,-3.8,-0.2,-0.7,-3.1,-1.2,0.4
CN1CCCCC(NC(=O)c2ccc(C#N)cc2)C1=O (stereo unspecified),x,1.9,1.4,0.2,1.8,0.0,-0.3,-1.2,-0.9,-0.7,x

# Reformatted with values under each structure: 10 of the compounds above.
# The line under a structure holds: FXN GAA850 act, hcDAF12 agonist, GC-B act, KLK7 zymogen act, sPLA2-III inh, GC-A act, DAX1 inh-1, SMARCA2 act, hgDAF12 agonist, ssDAF12 agonist, DAX1 inh-2
Cc1cc(NC(=O)c2ccc3c(c2)C(=O)N(C2CCCCC2)C3=O)no1
  -2.3, 1.1, -2.7, -1.5, 0.1, -1.7, -0.1, 0.5, 0.5, -1.4, -1.2
COc1ccc2c(c1)C(=O)C(=O)N2CC1COc2ccccc2O1 (stereo unspecified)
  -0.1, -0.5, -8.8, -0.3, 19.8*, -26.2, -0.1, 0.8, -0.6, -0.9, -0.8
Nc1sccc1C(=O)NCCN1CCOCC1
  x, 3.8, 5.0, 1.0, 4.5, 2.7, 1.0, -4.8, -0.4, -0.8, x
COc1ccc(C(=O)O/N=C(\N)Cc2ccc(Cl)cc2)cc1OC
  -1.5, -1.1, 0.7, 0.8, -7.3, 2.7, -0.7, 0.8, -2.2, -1.3, 0.8
Cc1ccccc1NC(=O)C1CCCN(S(=O)(=O)c2cnc[nH]2)C1 (stereo unspecified)
  -0.8, 1.0, 4.8, 0.0, 0.4, 2.6, 0.6, -1.1, -2.8, -0.9, 2.7
C/C(=N\Nc1ccccn1)c1ccc(OC(F)F)cc1
  7.2, -0.8, 2.7, -0.5, 8.9, -5.8, 1.1, -4.0, 4.9, -1.2, 0.3
O=C(COc1ccccc1)Nc1nnc(-c2ccc3c(c2)CCCC3)o1
  5.3, -1.2, -5.3, -0.2, -1.8, -4.1, 2.5, 5.8, 2.4, -0.8, 1.3
CC(C)(C)[C@H]1C=C(C(N)=O)O[C@@H](OCCCCO)C1
  -0.7, 0.6, 4.6, 0.4, -7.3, 0.7, 0.0, -1.1, -2.0, -1.3, 0.8
CCOC(=O)c1c(CN2CCN(CCO)CC2)n(-c2ccccc2)c2cc(Br)c(O)cc12
  -1.1, -1.7, -12.8, -0.4, -36.6, -35.0, -0.7, -3.1, -5.3, -2.1, 1.2
Cc1ccc(NC(=O)CN(C)C(=O)c2ccc(Cl)c(S(=O)(=O)NCc3ccco3)c2)cc1
  2.4, -0.3, -6.4, -0.1, -5.8, -1.0, -0.5, -2.8, -1.5, -1.2, 0.0
